# Screening data as filed in PubChem.
# NR2E3 ag-1: agonists of human nuclear receptor NR2E3. Q9Y5X4. 320,000 compounds, 0.12% hits. GST-NR2E3/biotin-RetCOR TR-FRET, 1536-well. inhibition of corepressor binding, % at 4.78 µM. AID 2300;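 active = percent inhibition above the cutoff of mean plus 3 SD of all tested compounds, set per screening campaign, cut at about 20% in these data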;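 also: 0% = DMSO wells and 100% = biotin wells as full block of FRET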
# Target sequence (Q9Y5X4 whole entry, looked up): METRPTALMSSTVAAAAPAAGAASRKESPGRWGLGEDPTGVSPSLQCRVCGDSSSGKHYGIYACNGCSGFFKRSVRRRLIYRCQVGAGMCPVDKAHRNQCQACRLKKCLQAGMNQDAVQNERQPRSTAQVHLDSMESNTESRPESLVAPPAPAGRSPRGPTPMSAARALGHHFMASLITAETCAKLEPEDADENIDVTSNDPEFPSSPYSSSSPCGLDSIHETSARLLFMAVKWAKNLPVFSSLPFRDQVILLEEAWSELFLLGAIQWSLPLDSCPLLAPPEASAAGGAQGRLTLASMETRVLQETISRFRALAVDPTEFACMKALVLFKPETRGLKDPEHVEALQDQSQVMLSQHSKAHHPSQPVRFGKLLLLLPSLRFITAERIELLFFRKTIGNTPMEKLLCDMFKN
#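 Assay system: NR2E3–RetCOR corepressor complex. Quantity: 1.35 nM GST-NR2E3. Buffer or medium: pH 7.5 Tris-based buffer. Reagent: biotinylated RetCOR corepressor at 7 nM final. Schedule: 5 h at 4 °C. Detection: TR-FRET, emission read at 617 and 671 nm. Replicates: one well per compound, singlicate testing.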
# Peg3 prom inh: Peg3 promoter activity inhibition; inhibition, % at 20 µM; HeLa PEG-Prom luciferase reporter, luminescence, overnight; AID 588405; 360,000 compounds, 1.7% hits;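 active = inhibition of at least 50% at 20 µM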
# C8 TRAIL sens: sensitizes caspase-8 expressing cells to TRAIL. NB7+C8 cells + TRAIL, ATPlite viability luminescence. inhibition (viability loss, TRAIL sensitization), % at 10 µM. 360,000 compounds, 1% hits;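 active = compounds causing at least 50% loss of cell viability in the single-dose screen, relative to plate controls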
# HIF-2a block: HIF-2a inhibition; 786-0 RCC cells HIF-2a reporter, luciferase luminescence, overnight; inhibition, % at 18.8 µM; 360,000 compounds, 0.72% hits;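 active = inhibition of the luminescence signal of 40% or more relative to plate controls, in a single-dose primary screen at 18.75 µM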
# TWEAK Fn14 block: TWEAK-Fn14 signaling inhibition. TWEAK-stimulated Fn14 reporter cells, luciferase luminescence, 8 h. AID 1159606. 360,000 compounds, 2% hits. inhibition, % at 10 µM; in the data active = inhibition above about 50%
# TRPM1 prom inh: reduces MITF-dependent TRPM1 promoter luciferase signal. SK-MEL-5 TRPM1 promoter luciferase, 24 h. inhibition, % at 12.5 µM. 330,000 compounds, 0.83% hits;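 active = mean inhibition across replicates of 60% or more, whatever share of single replicates reaches that level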; also: values of inactives mirror those of a sister screen read the other way
# TROY NFkB inh: blocks TROY-dependent signaling in reporter cells | inhibition, % at 10 µM | AID 1347056 | Q293 LMP1-TROYcd NF-kB luciferase reporter, 4 h | 360,000 compounds, 0.98% hits;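 active = compounds whose plate-normalised and pattern-corrected inhibition of the luciferase reporter signal at the single screening dose is 50% or more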
# KKLEB cytotox: counter-screen for CF NF-kB inhibitors: cytotoxicity. KKLEB CF airway cells viability, ATPlite luminescence, overnight; stronger effect = lower value; cells stimulated with P. aeruginosa culture filtrate. activity change (cytotoxicity), % at 5 µM. 360,000 compounds, 0.36% hits;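 active = corrected activity change at or below -50% at 5 µM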
# NR2E3 ag-2: activates human NR2E3 receptor; Q9Y5X4; CHO-S Gal4-NCOR/VP16-NR2E3 two-hybrid, luciferase; inhibition of corepressor binding, % at 3.98 µM; 360,000 compounds, 0.35% hits; AID 602229;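 active = inhibition above the mean of all tested compounds plus 3 SD, cut at about 70% in these data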;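 also: 0% = DMSO with NR2E3 transfected cells and 100% = cells lacking NR2E3 construct; higher means lower luciferase signal from less NR2E3 corepressor binding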
# CF NFkB inh: cystic fibrosis NF-kB activation inhibition | 360,000 compounds, 0.86% hits | AID 588850 | inhibition, % at 5 µM | KKLEB NF-kB-GFP reporter, PAF-induced, GFP fluorescence overnight;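 active = at least 50% inhibition at 5 µM, scaled per plate between neutral and stimulator controls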;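 also: PAF is a Pseudomonas aeruginosa culture filtrate used as stimulus; plate controls were PAF-stimulated DMSO wells for no effect and unstimulated DMSO wells for full effect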
# Shn3 inh set2: Schnurri-3 reporter inhibition in Clone20 osteoblasts. 360,000 compounds, 0.52% hits. Clone20 osteoblast Shn3 3'UTR firefly luciferase, 24 h. inhibition, % at 12.5 µM;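 active = mean inhibition of at least 75% with every replicate also reaching 75%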;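 also: 0% = median of neutral control wells and 100% = pilot-screen positive control compound; some compounds past the cut are filed as inactive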
# Numbers without * were called inactive; · = no result given. These rows are one share of the data; the hit share may differ from the screen's.
SMILES,NR2E3 ag-1,Peg3 prom inh,C8 TRAIL sens,HIF-2a block,TWEAK Fn14 block,TRPM1 prom inh,TROY NFkB inh,KKLEB cytotox,NR2E3 ag-2,CF NFkB inh,Shn3 inh set2
CCOc1cc(/C=C2\SC(=N)N(c3nccs3)C2=O)ccc1OCCN1CCOCC1,-1.1,28.0,16.7,4.0,24.0,-9.1,-21.7,-1.5,22.9,-1.2,19.3
O=C(CC1Sc2ccccc2NC1=O)NCc1ccc(Cl)cc1 (configuration not stated),0.2,14.2,-0.3,15.7,-1.6,5.6,-12.4,-5.8,-2.7,5.3,1.5
CCOC(=O)COc1coc(CN2CCN(c3ccc(F)cc3)CC2)cc1=O,-1.2,-5.2,-6.4,11.3,-5.7,0.0,14.1,15.2,9.8,-7.7,6.7
CCc1ccc2nc(N3CCN(C(=O)C(C)(C)C)CC3)sc2c1,2.2,-194.9,28.2,-195.4,-17.1,-57.3,-30.2,22.5,-53.1,-13.8,-39.3
Cc1cc(NC(=O)CSc2ccccc2)no1,1.5,4.7,-15.9,-30.0,5.7,0.9,-3.3,11.4,-13.2,-0.9,-15.8
COc1ccc(N2CS(=O)CC2=O)cc1 (configuration not stated),-1.2,2.4,-0.6,12.3,-2.8,-8.1,1.7,-12.1,-0.6,3.5,7.5
O=C(Nc1ccccc1)Nc1ccc2ocnc2c1,-0.5,-253.7,24.7,-244.7,-35.4,-0.8,-18.0,-2.2,-15.0,12.6,-31.1
COc1ccc(C2(c3ccc(OC)cc3)NC(=O)N(CC(=O)NCC(C)c3ccccc3)C2=O)cc1 (configuration not stated),1.0,18.0,1.5,17.9,20.8,3.0,12.5,-9.8,7.8,-17.5,-3.0
Cc1ccc(C)c(NC(=S)N(CCc2nc3cc(C)c(C)cc3[nH]2)Cc2cccnc2)c1,2.1,22.4,1.9,-8.8,-33.5,3.4,-3.3,-6.9,-7.6,2.3,30.4
O=C(O)CCN1C(=O)c2ccc(NC(=O)CSCc3ccccc3)cc2C1=O,0.1,-4.7,-0.4,10.8,10.6,9.5,-4.1,1.0,-2.2,8.1,1.7
CCOC(=O)CC1CCCCN1C(=O)CCCn1nnnc1CN1CCOCC1 (configuration not stated),1.6,-8.0,2.3,-9.9,7.5,-7.1,-18.1,3.4,-3.2,-5.5,-9.7
O=C(CC(=O)Nc1ccccn1)Nc1ccccn1,0.6,-17.5,5.3,1.8,4.8,6.9,-14.2,-8.8,-13.6,-3.0,-6.5
C[C@H]1CN([C@@H](C)CO)C(=O)CCCn2nncc2CO[C@@H]1CN(C)S(=O)(=O)c1cccc(F)c1,·,-5.6,-10.1,6.3,6.9,·,-9.3,-5.3,3.3,-16.7,-3.6
CCCS(=O)(=O)N1CCC(C(=O)NCCCN2CCC(Cc3ccccc3)CC2)CC1,0.6,9.5,6.0,5.2,11.2,16.2,-7.6,15.2,13.1,-17.7,2.2
CCC(=O)Nc1ccc(NC(=O)c2cc3ccccc3o2)cc1,1.1,-131.2,2.3,-189.5,-3.6,-41.6,-9.5,-1.5,-8.8,11.4,-42.4
COc1cccc(C2=Cc3ccc(F)cc3C(CC(C)=O)N2c2ccc(-c3cncnc3)cc2)c1 (configuration not stated),·,·,-9.9,24.4,-16.6,·,-12.0,·,-33.6,·,·
CC(NC(=O)CCc1nnc(C2CCCCC2)o1)c1ccc(F)cc1 (configuration not stated),-0.4,7.0,0.6,15.3,-7.7,2.3,-5.1,-4.1,-15.2,11.0,-1.4
COc1ccc(OC)c(S(=O)(=O)Nc2cccc(F)c2)c1,-0.1,8.2,3.0,7.4,0.1,-9.2,-0.6,1.8,15.2,4.1,-23.9
CCNC(=O)NC(=O)C(C)Sc1ccc2c(c1)OCCO2 (configuration not stated),2.0,13.5,-8.4,8.1,-15.5,-1.5,-4.3,-8.8,1.4,8.6,-8.4
Cc1cc[n+](-c2[nH]c(=O)sc2/C=N/N=C(\[O-])c2ccncc2)cc1C,-2.3,-2.1,-5.0,23.2,-11.5,9.0,-1.4,8.8,-3.9,-27.2,4.4

# Brought forward from above: 4 entries; new compounds follow.
SMILES,NR2E3 ag-1,Peg3 prom inh,C8 TRAIL sens,HIF-2a block,TWEAK Fn14 block,TRPM1 prom inh,TROY NFkB inh,KKLEB cytotox,NR2E3 ag-2,CF NFkB inh,Shn3 inh set2
CC(NC(=O)CCc1nnc(C2CCCCC2)o1)c1ccc(F)cc1 (configuration not stated),-0.4,7.0,0.6,15.3,-7.7,2.3,-5.1,-4.1,-15.2,11.0,-1.4
COc1ccc(OC)c(S(=O)(=O)Nc2cccc(F)c2)c1,-0.1,8.2,3.0,7.4,0.1,-9.2,-0.6,1.8,15.2,4.1,-23.9
CCNC(=O)NC(=O)C(C)Sc1ccc2c(c1)OCCO2 (configuration not stated),2.0,13.5,-8.4,8.1,-15.5,-1.5,-4.3,-8.8,1.4,8.6,-8.4
Cc1cc[n+](-c2[nH]c(=O)sc2/C=N/N=C(\[O-])c2ccncc2)cc1C,-2.3,-2.1,-5.0,23.2,-11.5,9.0,-1.4,8.8,-3.9,-27.2,4.4
CCOC(=O)c1c(S(=O)(=O)NCC(C)c2ccccc2)c(C)n(C)c1C (configuration not stated),0.6,13.8,-5.7,4.0,-10.6,4.6,-2.5,0.2,-6.4,14.0,-3.8
Cc1cccnc1C(NC(=O)C1CCN(Cc2ccc(Oc3ccccc3)cc2)CC1)c1ccc(F)cc1 (configuration not stated),·,18.5,14.9,8.2,20.9,·,23.5,-27.4,-1.3,12.6,8.8
CN(Cc1cnccn1)C(=O)CC1C(=O)NCCN1Cc1ccc(F)cc1Cl (configuration not stated),0.4,9.2,-22.8,3.7,0.8,-9.0,-1.0,-7.4,-2.0,-1.2,0.5
Cc1cc(C)cc(Cn2cc(CN3CC(N4CCN(CCO)CC4)CS3(=O)=O)nn2)c1 (configuration not stated),·,·,6.0,1.9,21.4,·,-14.1,·,-11.8,·,·
CC(=O)Nc1ccccc1C(F)(F)F,1.9,5.5,7.7,3.7,19.2,-7.6,-10.8,-4.4,-2.4,11.0,-16.0
COc1ccccc1CC(=O)NCCc1ccc(S(N)(=O)=O)cc1,1.4,8.5,1.6,13.8,3.6,-7.8,-1.3,-3.4,6.7,-5.1,-21.1
CCC(=O)Nc1nnc(S(=O)(=O)N2CCc3ccccc32)s1,-0.4,7.9,-4.6,16.1,-2.6,-13.9,-0.4,-7.4,-12.2,10.8,-5.7
Cc1cccc(NC(=O)c2cc(C)nc3ccccc23)c1,0.2,2.5,-11.9,6.5,0.5,16.7,-5.0,3.3,-1.4,-7.6,-3.4
C[C@H](NS(=O)(=O)c1ccc2c(c1)OCCCO2)C(=O)N1CCN(Cc2ccc(C#N)cc2)CC1,-2.5,11.5,0.3,14.1,-7.0,-5.7,19.4,6.0,15.6,-31.4,3.4
O=C(NCc1cc(Cl)cc(Cl)c1)c1ccc2sc([C@@H]3O[C@H](CO)[C@H](O)[C@H](O)[C@H]3O)nc2c1,·,4.7,-9.7,9.0,-1.7,·,6.4,-10.1,-2.0,5.2,-15.6
COc1ccc(NC(=O)CN(C)CC(=O)NC(=O)NC2CCCCC2)cc1,-1.0,3.7,0.5,3.1,12.9,9.0,3.2,-5.1,1.9,26.4,-7.8
CN(C(=O)c1cccc(NC(=O)Cc2cccc(NC(=O)C3CCN(S(=O)(=O)c4cccc([N+](=O)[O-])c4)CC3)c2)c1)C1CC1,·,1.2,-17.9,-10.2,8.7,8.0,-2.6,19.5,10.1,-21.1,-12.5
CCCC(C)(C)C(=O)N1CCC1(C)C(=O)NS(=O)(=O)c1ccc(Br)cc1 (configuration not stated),·,-3.5,0.4,8.6,5.6,·,-4.3,-5.4,3.2,11.0,-14.6
COc1ccc(-c2nn(-c3ccccc3F)cc2CNCCn2nc(C)cc2C)cc1,-2.1,-3.6,-2.0,7.0,-11.5,-0.5,-3.5,2.7,-12.1,10.2,-1.2
S=C(NCCc1cnc[nH]1)NC1CCCC1,-2.1,5.1,-12.2,21.0,5.3,0.4,-6.5,3.7,-16.3,-11.3,0.6
COc1ccccc1N1CCN(S(=O)(=O)CCNC(=O)c2cc(=O)c3ccccc3o2)CC1,-2.8,32.0,-0.5,8.9,5.5,0.1,3.6,3.7,9.0,-9.6,26.8
Cc1cccc(OCC(=O)O/N=C(\N)c2ccncc2)c1,1.5,-82.3,14.2,-123.4,-50.3,-18.8,-55.5,7.5,-43.8,-2.2,-12.5
O=C1COCCOCCOCC(=O)NCCN1,-0.2,4.3,-3.3,5.9,16.9,6.1,-6.3,7.4,13.2,-13.0,-16.5
COC(=O)[C@H](CCSC)NC(=O)Nc1ccc(OC)c(Cl)c1,0.5,3.9,-3.2,19.8,9.6,-3.0,10.2,-1.7,1.4,6.1,9.7
COc1ccc(-c2cc3ccccc3oc2=O)cc1NC(=O)c1ccc([N+](=O)[O-])o1,1.7,-124.9,16.1,-194.0,11.2,54.4,-13.8,-10.8,-16.1,-24.4,4.6
CCN(C(=O)COC(=O)c1ccc(Cl)c(S(=O)(=O)N2CCCCC2)c1)C1CCS(=O)(=O)C1 (configuration not stated),·,5.4,-11.9,11.8,3.9,2.8,11.4,0.8,-6.2,-7.2,33.7
CN(NC(=O)Nc1ccc(Cl)cc1)c1c(Cl)c(Cl)nn1C,3.1,-10.5,-1.1,8.6,4.8,5.8,-6.6,3.7,13.4,-4.0,-4.3
C=CCSc1nc2c(c(=N)n1CC=C)C1CCCC1S2 (configuration not stated),-0.9,-6.1,2.7,18.0,8.8,-6.1,-2.8,1.8,-3.0,10.4,-0.8
Cc1cc(C)c(C(N)=O)c(Cl)n1,1.3,16.2,-1.3,22.0,9.3,-0.4,-17.3,9.2,-7.3,-7.9,-0.9
O=C(O)CN1C(=O)C2C3C=CC(C2C1=O)C1C(=O)N(CC(=O)O)C(=O)C31 (configuration not stated),-2.2,9.7,-16.5,0.2,-4.8,3.8,-0.2,12.4,-3.1,-29.1,-28.5
COc1ccc(Cl)cc1C(=O)NNC(=O)c1ccc(F)c(S(=O)(=O)N2CCOCC2)c1,·,-5.9,-1.6,11.4,3.4,24.8,-16.1,-6.4,1.8,14.7,19.9
O=C(N/N=C/c1c[nH]c2ccccc12)c1ccc2c(c1)OCCO2,-0.7,-173.7,75.8*,-243.6,24.5,-23.1,-42.4,-19.4,-88.3,18.9,-97.7
CCCCN1Cc2c(nc3cc(-c4ccccc4)[nH]n3c2=O)C1=O,1.3,-15.2,-2.5,3.9,1.2,-23.2,6.5,5.3,5.0,3.3,-14.6
Cc1ccc(NC(=O)COc2ccccc2)cc1S(=O)(=O)N1CCCCCC1,-2.5,8.7,-14.7,14.7,14.1,11.6,31.1,-5.8,-4.8,9.0,10.9
COc1cc(C(C)=O)ccc1OCC(O)Cn1nc(C)c(Br)c1C (configuration not stated),·,-16.2,-3.5,-27.3,-1.2,-6.4,-26.3,-6.7,27.2,0.4,7.1
